Source: PubChem (National Center for Advancing Translational Sciences (NCATS))
aSyn rescue – rescues yeast growth from alpha-synuclein toxicity; Yeast expressing alpha-synuclein, growth rescue, BacTiter-Glo, 24 h; Potency, µM (top dose mostly 46.1 µM), inactives show at the top dose growth rescue (activation), usual class: activators; AID 652106; actives 0.14% (n = 370,000); further: potency means the concentration at half of the fitted maximal effect; % of control where 0% means no effect; nearly all actives have a fitted effect of over 65% in size
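Screening used galactose-induced yeast with toxic alpha-synuclein levels, exposed to compound for 24 hr at 30 deg C. Cell growth, read with BacTiter-Glo luminescence, gave the measured signal.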
KB-V1 MDR tox – kills drug-selected multidrug resistant KB-V1 cells. KB-V1 MDR cells viability, CellTiter-Glo, 72 h. Potency, µM (titrated, usually from 46.1 µM), for inactives: at the top dose activity change, negative = cytotoxicity, actives largely listed as cytotoxic. actives 3.4% (n = 400,000); further: potency means the concentration at half of the fitted maximal effect; on the % scale 0 is the no-effect control and ±100 the full control effect; nearly all actives have a fitted effect of over 60% in size
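qHTS viability screen in drug-selected KB-V1 MDR cells: 72 h compound treatment at 37 degrees C, ATP luminescence end point.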
TDP-43 yeast inh – rescues yeast growth from TDP-43 toxicity; AID 652104; TDP-43 expressing yeast growth rescue, BacTiter-Glo, 24 h; Potency, µM (series often up to 46.1 µM), without a hit: at the highest dose growth rescue (activation), usual class: activators; actives 1.8% (n = 410,000); further: potency means the concentration at half of the fitted maximal effect; % of control where 0% means no effect; nearly all actives have a fitted effect of over 50% in size
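In this qHTS, compounds that restore growth of yeast expressing TDP-43 appear as activators. Cells (OD600=0.02, galactose medium, raffinose-pregrown) are incubated with compound 24 hr at 30 deg C and growth is quantified by BacTiter-Glo.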
D3 ag – D3 dopamine receptor (human) agonism; P35462; D3R DiscoveRx beta-arrestin cells, luminescence, 90 min; max activation, %; actives 0.58% (n = 410,000); AID 652048; in the data active means max activation above about 30%; further: 0% is about no effect; mostly tested at two doses, the higher about 12 µM
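Cells at 1500/well, incubated overnight, then treated with pinned compounds (dopamine as control) for 90 min at 37 degrees C. DiscoveRx reagent added for 30 - 60 minutes at room temperature; luminescence read.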
PTHR1 agonist – agonists of human PTHR1 parathyroid hormone receptor | AID 743266 | Potency, µM (top dose mostly 115 µM), inactives show top-dose activation, actives largely listed as activators | HEK293 GP2 PTHR1 cells, GloSensor cAMP luminescence, 1 h | Q03431 | actives 0.075% (n = 410,000); further: potency means the concentration at half of the fitted maximal effect; nearly all actives have a fitted effect of over 55% in size; some results filed as inactive show a strong effect at the top dose; inactives centre near -15; many of its hits are not listed in these tables
Target sequence (Q03431 whole entry, looked up): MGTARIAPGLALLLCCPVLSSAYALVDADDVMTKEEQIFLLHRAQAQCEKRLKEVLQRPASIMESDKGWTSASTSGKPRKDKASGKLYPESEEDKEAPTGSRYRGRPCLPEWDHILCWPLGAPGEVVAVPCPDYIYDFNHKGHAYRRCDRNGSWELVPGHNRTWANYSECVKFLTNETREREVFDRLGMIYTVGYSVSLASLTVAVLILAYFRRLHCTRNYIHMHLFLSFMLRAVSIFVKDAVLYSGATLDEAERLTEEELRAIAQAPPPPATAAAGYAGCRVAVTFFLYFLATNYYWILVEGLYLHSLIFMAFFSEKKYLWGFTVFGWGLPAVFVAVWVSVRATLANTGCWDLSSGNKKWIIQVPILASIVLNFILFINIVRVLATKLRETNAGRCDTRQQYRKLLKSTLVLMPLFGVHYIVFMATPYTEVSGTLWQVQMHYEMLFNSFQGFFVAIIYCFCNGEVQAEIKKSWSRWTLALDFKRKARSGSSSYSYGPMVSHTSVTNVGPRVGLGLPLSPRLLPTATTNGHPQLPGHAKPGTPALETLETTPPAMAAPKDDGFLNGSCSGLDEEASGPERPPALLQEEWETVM
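HEK-293-derived GP2 cells expressing PTHR1 and a GloSensor cAMP reporter, 3,000/well, plated overnight, given luciferin plus IBMX (each 0.5 mM as added) for 1 h at 37 °C, then compound for 1 h at 37 °C. Luminescence was read after 15 min at room temperature.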
D3 antag – antagonists of human D3 dopamine receptor | P35462 | D3R cells, DiscoveRx beta-arrestin luminescence, antagonist mode; stronger effect = lower value | max response, negative = inhibition, % | actives 2.5% (n = 360,000) | AID 652054; in the data active means max response below about -50%; inconclusive means no clear call, values can overlap the other calls; further: on the % scale 0 is the no-effect control and ±100 the full control effect; mostly tested at two doses, the higher about 12 µM
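Cells plated overnight at 1500 cells/well, then exposed to library compounds with dopamine controls for 90 minutes at 37 degrees C. DiscoveRx reagent added for 30–60 minutes at room temperature; luminescence read, quantitative HTS format.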
GLP1R cytotox – cytotoxicity in counter-screen for GLP-1R inverse agonists. HEK293 cAMP-luciferase reporter cells, luminescence, 24 h. Potency, µM (highest dose often 38.3 µM), for the others: at the top dose activity change, negative = inhibition, usual class: inhibitors. actives 0.13% (n = 410,000). AID 624418;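 further: loss of luciferase light is scored as toxicity; potency means the concentration at half of the fitted maximal effect; on the % scale 0 is the no-effect control and ±100 the full control effect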
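1536-well qHTS counterscreen of the MLSMR; 200 cells/uL, 12 h pre-incubation, 23 nL cpd, 24 h at 37 deg C 5% CO2, luciferase detection reagent, 12 min RT, luminescence. Inhibition = undesired.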
GLP-1R inv ag – acts as inverse agonist at human GLP-1 receptor; P43220; HEK293 GLP-1R CRE-luciferase, luminescence, 24 h; GLP-1R form is constitutively active; Potency, µM (doses to about 38.3 µM), for the others: top-dose activity change, negative = inhibition, hits mostly inhibitors; actives 1.6% (n = 410,000); further: potency means the concentration at half of the fitted maximal effect; on the % scale 0 is the no-effect control and ±100 the full control effect; nearly all actives have a fitted effect of over 55% in size
Target sequence (P43220 whole entry, looked up): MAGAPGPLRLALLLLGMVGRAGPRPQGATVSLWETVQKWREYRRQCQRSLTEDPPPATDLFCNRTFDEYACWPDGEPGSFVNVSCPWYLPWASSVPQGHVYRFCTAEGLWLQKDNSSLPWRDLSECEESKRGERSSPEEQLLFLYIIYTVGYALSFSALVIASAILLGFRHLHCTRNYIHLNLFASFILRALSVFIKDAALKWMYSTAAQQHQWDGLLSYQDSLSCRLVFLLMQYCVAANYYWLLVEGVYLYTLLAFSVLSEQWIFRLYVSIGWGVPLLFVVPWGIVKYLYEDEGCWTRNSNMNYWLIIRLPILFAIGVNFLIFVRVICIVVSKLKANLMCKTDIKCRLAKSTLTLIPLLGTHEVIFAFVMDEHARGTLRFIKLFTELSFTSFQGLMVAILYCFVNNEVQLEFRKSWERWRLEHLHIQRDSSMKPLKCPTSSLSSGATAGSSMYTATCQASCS
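Cells are plated, allowed 12 hours at 37 deg C, then treated with compounds for 24 hr before luciferase detection reagent is added and luminescence is read after 12 min at room temperature. The HEK293 line carries constitutively active GLP-1R with a cAMP-responsive reporter.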
GLP1R ag – agonists of human GLP-1 receptor | HEK293 GLP-1R CRE-luciferase, luminescence, 4-6 h; cells express a hypersensitive GLP-1R form | actives 0.007% (n = 380,000) | P43220 | Potency, µM (top dose mostly 45.6 µM), for the others: top-dose activation, most hits filed as activators; further: potency means the concentration at half of the fitted maximal effect; % of control where 0% means no effect
* marks the source's active call; other numbers are inactive results; i = inactive; ? = inconclusive; nt = not tested or not shown; [ ] = remark or other dose. Unless noted, the call rests on the fitted dose curve; in most records, active means well fitted curve in the direction sought with a large enough effect; inconclusive means small, poorly fitted or top-dose-only effect, or another doubt; inactive means no such curve, though single readings can be large; an effect the other way counts as inactive or inconclusive.

The line under a structure holds: aSyn rescue	KB-V1 MDR tox	TDP-43 yeast inh	D3 ag	PTHR1 agonist	D3 antag	GLP1R cytotox	GLP-1R inv ag	GLP1R ag
O=C(NNC(=O)c1ccccc1C(=O)O)c1ccc(O)cc1
    -0.8%	-10.8%	-7.7%	10.3	i	0.3	-6.5%	2.9%	6.9%
Cc1cc(C)nc(SC(C)C(=O)O)n1 (stereo not drawn)
    0.4%	6.1%	-6.5%	-4.9	i	-24.2	2.7%	0.0%	2.3%
O=C(CCS(=O)(=O)c1ccc(Br)s1)NC1CCCC1
    -5.6%	?	12.2%	2.3	-1.5%[57.5 µM]	-10.0	2.8%	0.4%	-5.5%
O=c1[nH]c(CN(CCO)CCO)nc2c1C1(CCCCC1)Cc1ccccc1-2
    0.0%	-9.3%	-2.8%	-1.3	i	1.4	-9.2%	?	3.5%
Cc1ccc(S(=O)(=O)N2CCC(C(=O)OC(C)C(=O)NCc3ccc4c(c3)OCO4)CC2)cc1 (stereo not drawn)
    0.2%	-16.0%	16.6%	-18.3	-20.1%[57.5 µM]	11.4	17.2%	0.0%	0.4%
CC(C)(C)N(CC#CCC1(O)c2ccccc2-c2ccccc21)CCO
    5.8%	-10.7%	10.2%	0.6	i	8.2	-21.7%	?	-4.1%
Cc1ccc(S(=O)(=O)Nc2nc(N)n(-c3ccccc3)n2)cc1
    -1.3%	-3.3%	-19.9%	1.6	i	-6.0	7.8%	2.6%	8.8%
Cc1ccc2c(C)c(C(=O)N(Cc3ccc(N(C)C)cc3)Cc3ccco3)oc2c1C
    nt	nt	-5.9%	0.8	-48.3%[inhibitor]	nt	2.7%	-21.0%	nt
Cc1cc2cc(CN(C(=O)C3CC3)C3CCCC3)c3nnnn3c2cc1C
    -0.7%	?	6.6%	1.5	-2.1%	5.6	3.2%	6.5%	-3.7%
O=C(NCCCn1ccnc1)c1ccc2nccnc2c1
    -1.4%	-21.6%	-9.2%	-12.0	i	-9.2	3.3%	-2.8%	-6.3%
Cc1ccn2c(Nc3ccc(C(C)C)cc3)c(-c3cccnc3)nc2c1
    nt	-21.0%	7.3%	8.4	-15.2%	nt	-8.3%	-20.5%	nt
CCCCn1c(N)c(N(CC(C)C)C(=O)c2ccc(Br)o2)c(=O)[nH]c1=O
    -22.4%	-7.0%	-22.3%	-9.0	0.8%	-2.0	1.2%	-1.8%	1.0%
CC(C)(C)c1ccc(C(=O)N2CCC(C(=O)c3ccccc3)CC2)cc1
    2.3%	-0.3%	0.0%	-23.6	-48.7%[inhibitor]	0.0	18.1%	?	8.5%
Cc1ccc(C)c(-c2cc(C(=O)NNC(=S)NCC(C)C)c3ccccc3n2)c1
    -2.5%	?	?	2.8	i	-3.1	2.6%	-2.2%	-11.0%
COc1cc(CNC(=O)c2ccc3c(c2)N(C)C(=O)C2CCCCN32)cc(OC)c1OC (stereo not drawn)
    nt	3.7%	0.0%	-4.2	-32.3%[inhibitor]	nt	-7.9%	34.1%[activator]	nt
COCCCNC(=S)NNC(=O)c1cc(-c2ccncc2)nc2ccccc12
    -1.2%	-2.5%	13.1%	3.6	i	-18.8	-4.2%	1.9%	1.6%
COc1ccc2[nH]c(=O)c(CN(C(C)=O)c3ccc(C)cc3C)cc2c1
    -2.0%	?	1.8%	0.0	-13.2%	4.5	-7.1%	24.2%	1.3%
COc1cccc2sc(N(Cc3cccnc3)C(=O)C3CCCCC3)nc12
    nt	nt	?	-25.1	-46.8%[inhibitor]	nt	-2.0%	?	nt
CC(=O)Nc1ccc(Nc2nc3ccccc3n3cnnc23)cc1
    1.3%	-0.3%	16.0%	0.0	-7.8%	2.4	1.7%	13.7%	12.1%
Cc1ccccc1NS(=O)(=O)c1ccc2[nH]cc(C(=O)N(C)Cc3ccco3)c(=O)c2c1
    -4.2%	17.3%	-0.2%	4.0	i	-0.6	-10.7%	-6.8%	-7.5%
COc1cc2c(cc1OC)CN(C(=O)c1ccncc1)CC2
    1.0%	26.3%	19.1%	1.4	i	8.4	-14.5%	48.2%[activator]	-0.4%
CCOc1ccc(N2CC(c3nc4ccccc4n3CCCOc3ccccc3)CC2=O)cc1 (stereo not drawn)
    nt	-8.1%	?	-0.9	-26.7%	nt	-29.9%	?	nt
COc1cccc([C@@H]2Nc3ccc(C(=O)O)cc3[C@@H]3C=CC[C@@H]32)c1OC
    nt	nt	17.8µM*	14.6	i	nt	-3.7%	3.4%	nt
Cc1cccc(C)c1NC(=O)CNC(=O)CNC(=O)c1ccc2c(c1)OCO2
    -5.5%	0.6%	0.6%	-7.8	-23.1%	0.8	-25.8%	16.5%	10.0%
C/C(=C\C(=O)c1ccc(C)cc1)Nc1cccc(O)c1
    1.1%	11.9%	-15.7%	-8.9	-34.1%[inhibitor][57.5 µM]	-6.4	0.5%	-6.8%	12.8%
O=C/C(=C\Nc1ccc(C(=O)N2CCOCC2)cc1)c1nc2ccccc2o1
    2.1%	4.4%	0.0%	6.1	-49.8%[inhibitor]	0.7	-0.9%	2.0%	-0.9%
O=C(COC(=O)c1ccc([N+](=O)[O-])o1)Nc1ccc2c(c1)OCO2
    -12.9%	7.0%	-62.8%[inhibitor]	3.5	-3.5%	0.3	7.8%	13.6%	0.5%
CC(=O)NC1(C(F)(F)F)C(=O)Nc2c1c(=O)n(C)c(=O)n2C (stereo not drawn)
    -11.3%	20.1%	-8.9%	-0.7	-29.0%[57.5 µM]	?	-11.7%	5.9%	-2.4%
Cc1ccc(C(C)C)c(OCc2nc(-c3nonc3N)no2)c1
    -4.0%	-3.6%	-13.6%	-1.9	-83.0%[inhibitor]	?	1.8%	?	17.1%
CC(C)NC(=O)N(C)C[C@@H]1OCc2cn(nn2)CCCC(=O)N([C@H](C)CO)C[C@H]1C
    -1.9%	?	11.9%	0.2	-7.6%	8.5	-2.0%	13.1%	0.4%

A portion from the list above, as a working copy:
The line under a structure holds: aSyn rescue	KB-V1 MDR tox	TDP-43 yeast inh	D3 ag	PTHR1 agonist	D3 antag	GLP1R cytotox	GLP-1R inv ag	GLP1R ag
O=C/C(=C\Nc1ccc(C(=O)N2CCOCC2)cc1)c1nc2ccccc2o1
    2.1%	4.4%	0.0%	6.1	-49.8%[inhibitor]	0.7	-0.9%	2.0%	-0.9%
O=C(COC(=O)c1ccc([N+](=O)[O-])o1)Nc1ccc2c(c1)OCO2
    -12.9%	7.0%	-62.8%[inhibitor]	3.5	-3.5%	0.3	7.8%	13.6%	0.5%
CC(=O)NC1(C(F)(F)F)C(=O)Nc2c1c(=O)n(C)c(=O)n2C (stereo not drawn)
    -11.3%	20.1%	-8.9%	-0.7	-29.0%[57.5 µM]	?	-11.7%	5.9%	-2.4%
Cc1ccc(C(C)C)c(OCc2nc(-c3nonc3N)no2)c1
    -4.0%	-3.6%	-13.6%	-1.9	-83.0%[inhibitor]	?	1.8%	?	17.1%
CC(C)NC(=O)N(C)C[C@@H]1OCc2cn(nn2)CCCC(=O)N([C@H](C)CO)C[C@H]1C
    -1.9%	?	11.9%	0.2	-7.6%	8.5	-2.0%	13.1%	0.4%

Continuation:
The line under a structure holds: aSyn rescue	KB-V1 MDR tox	TDP-43 yeast inh	D3 ag	PTHR1 agonist	D3 antag	GLP1R cytotox	GLP-1R inv ag	GLP1R ag
O=C(CCN(NC(=O)c1ccccc1)C1=NS(=O)(=O)c2ccccc21)NC1CCCCC1
    4.7%	-0.2%	11.0%	-4.0	i	6.4	-8.3%	0.0%	-6.2%
Cc1ccc(N(CN2CCCC2=O)C(=O)c2ccccc2)cc1
    1.9%	-18.8%	5.0%	2.2	i	3.4	-4.0%[7.66 µM]	-12.6%[7.66 µM]	0.1%
COC(=O)c1ccc(COc2ncnc3c(Cl)cc(Cl)cc23)o1
    9.2%	0.8%	?	-4.9	-17.7%	4.3	-12.3%	-0.4%	6.2%
CCC(=O)N1CCN(c2nc3c(C)cccc3s2)CC1
    nt	nt	27.9%	4.0	-11.2%	nt	0.7%	7.5%	nt
COc1ccc(CNC(=O)C(=O)c2cn(CC(=O)N3CCCC3)c3ccccc23)cc1
    6.4%	7.0%	7.1%	-9.8	i	-24.6	4.0%	5.7%	3.0%
Clc1ccc(OCCCN2CCc3ccccc3C2)c(Br)c1
    8.0%	-21.1%	-21.9%	-2.5	-53.8%[inhibitor]	-105.2*	1.2%	?	-6.5%
Cc1cccc(C)c1-n1c(C)cc(/C=C2\C(=O)NN(c3ccccc3)C2=O)c1C
    0.5%	?	-1.1%	1.8	i	?	2.9%	-33.4%	12.8%
CCC1(C)NC(=O)N(CC(=O)c2cc(C)n(C3CC3)c2C)C1=O (stereo not drawn)
    0.9%	-2.7%	-17.9%	4.6	i	-28.2	-8.4%	51.4%	2.4%
CC1CCCCN1C(=O)CSc1nc(-c2ccccc2)no1 (stereo not drawn)
    nt	11.6%	?	9.1	-14.1%	nt	-4.9%	-29.4%	nt
CC(=O)c1cccc(NC(=O)C(C)OC(=O)CN2C(=O)NC(C)(C)C2=O)c1 (stereo not drawn)
    -6.8%	-16.9%	5.0%	-4.0	-18.4%	-2.7	3.4%	10.1%	-0.4%
CC(=O)Nc1ccc(NS(=O)(=O)c2ccc3c(c2)CCCN3C(C)=O)cc1
    nt	8.8%	18.6%	3.3	-20.2%	nt	0.5%	17.1%	nt
Cc1nnc(NN2CCOCC2)[nH]c1=O
    -7.1%	2.2%	-12.6%	1.3	i	3.3	-3.5%	3.9%	0.6%
Cc1cccc2c(=O)n(C(=O)c3ccccc3)c(N)nc12
    7.2%	?	20µM*	-0.4	-70.2%[inhibitor]	22.5	-5.7%	-4.4%	-0.4%
O=C(Nc1ccc2c(c1)OCCO2)N1CCOCC1
    -7.0%	0.9%	-7.6%	1.8	0.2%	-2.6	6.2%	9.7%	-0.3%

These rows are one share of the data, so the mix of outcomes need not match the whole.
